BoNT A protease – blocks Botulinum neurotoxin A light chain protease. multiplex microsphere protease substrate cleavage, flow cytometry. inhibition, % at 10 µM. 360,000 tested, 0.17% active; also: plate controls were buffer without enzyme for full effect and enzyme alone for no effect
Anthrax LF prot – anthrax lethal factor protease inhibition; P15917; multiplex microsphere protease cleavage assay, LF; inhibition, % at 10 µM; 360,000 tested, 0.12% active; also: plate controls were buffer without enzyme for full effect and enzyme alone for no effect
PrPC surface inh – reduces human prion protein on the cell surface | cell surface PrPC, TR-FRET read-out | inhibition, % at 13.8 µM | 370,000 tested, 0.43% active; in the data active = inhibition above about 24%; also: 0% = median of the test wells and 100% = reference compound wells
Yp Topo-I inh – Y. pestis Topo-I inhibition via cleavage products; Y. pestis Topo-I cleavage product accumulation, plate reader; activity, % at 10 µM; 360,000 tested, 0.064% active; AID 504884; in the data active = activity above about 50%, passing the limit was not always enough; also: inactives centre near 2
BoNT-F LC inh – inhibitors of Botulinum neurotoxin F light chain protease | 360,000 tested, 0.22% active | Multiplex microsphere protease cleavage assay, flow cytometry | inhibition, % at 10 µM; in the data active = inhibition above about 35%, passing the limit was not always enough; also: plate controls were buffer without enzyme for full effect and enzyme alone for no effect
TcdB GH inh – TcdB glycohydrolase inhibition | TcdB glycohydrolase enzymatic assay, plate reader | AID 652162 | 350,000 tested, 0.24% active | P18177 | inhibition, % at 9.99 µM; in the data active = inhibition above about 10%
PfHsp40 rescue – restores yeast growth despite PfHsp40 toxicity; 340,000 tested, 0.68% active; S. cerevisiae expressing PfHsp40, growth rescue, ATP luminescence; AID 504582; growth rescue, % at 12.5 µM; in the data active = growth rescue above about 28%, passing the limit was not always enough;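 also: yeast W303a lacking pdr1 and pdr3 grown in galactose medium; growth measured after three days at 30 °C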
FadD28 FP inh – blocks FadD28 binding to the bisubstrate probe; inhibition, % at 12.5 µM; 360,000 tested, 0.22% active; AID 588549; fluorescence polarization; in the data active = inhibition above about 8.5%, passing the limit was not always enough
CCHFV vOTU inh – CCHFV vOTU protease inhibition; Pep-AMC fluorescence; inhibition, % at 11.5 µM; 370,000 tested, 0.55% active; AID 651958; in the data active = inhibition above about 30%; also: 0% = vehicle wells with enzyme and 100% = no enzyme wells
The depositor's hits bear a star; x = not tested or not shown. Rule as the data show it, unless noted: active = inhibition above about 30%; inconclusive = no clear call, values can overlap the other calls; inactive = below that.

Labels used below: A = BoNT A protease; B = Anthrax LF prot; C = PrPC surface inh; D = Yp Topo-I inh; E = BoNT-F LC inh; F = TcdB GH inh; G = PfHsp40 rescue; H = FadD28 FP inh; I = CCHFV vOTU inh
[1] CCn1cc(C(=O)N2CCCC(C(=O)c3ccc4ccccc4c3)C2)cn1 (configuration not stated)
  A = 0.6; B = 2; C = -9; D = 22; E = 2; F = 0.6; G = -0.8; H = -3.1; I = -1

[2] Cc1ccccc1NC(=O)COC(=O)c1cccnc1
  A = -0.1; B = 2; C = 7; D = 3; E = 2; F = 3.5; G = -0.2; H = -0.4; I = -14

[3] Cc1ccc(S(=O)(=O)N/N=C/c2ccc(OS(=O)(=O)c3ccc(C)c([N+](=O)[O-])c3)cc2)cc1
  A = -0.4; B = 1; C = 6; D = -1; E = -10; F = x; G = -0.4; H = 0.1; I = 15

[4] O=C(Cc1ccccc1)NCC(=O)OCC(=O)c1ccc(Cl)cc1
  A = 0.2; B = 1; C = -6; D = -1; E = 16; F = 0.9; G = -0.3; H = -3.1; I = 18

[5] O=C(Nc1ccc([N+](=O)[O-])cc1)C(=O)Nc1cccc(C(=O)O)c1
  A = -0.5; B = -4; C = -45; D = 5; E = -1; F = -0.5; G = -0.8; H = -1.1; I = 18

[6] COc1cnc(-c2ccccn2)nc1Oc1ccc(F)cc1F
  A = -3.2; B = 4; C = -5; D = -3; E = -5; F = 1.0; G = 0.6; H = 0.7; I = -7

[7] O=C(NCCc1ccccc1F)/C(=C/c1cccnc1)NC(=O)c1ccccc1
  A = 0.7; B = -1; C = 2; D = 0; E = 0; F = -3.6; G = 0.7; H = -1.6; I = 7

[8] CSc1nc2sc3c(c2c(=O)n1CC(C)C)CC(C)(C)OC3
  A = -0.1; B = 1; C = -4; D = 5; E = 5; F = 1.5; G = x; H = -1.0; I = 0

[9] CC(=O)Nc1ccc(CN2C(=O)C(C)(C)ON=C2c2ccc(NC(C)=O)cc2)cc1
  A = -0.1; B = 8; C = -5; D = -4; E = 0; F = 1.8; G = x; H = -1.3; I = -2

[10] C/C(Cn1nnc([N+](=O)[O-])n1)=N\NC(=O)c1ccccc1Cl
  A = -0.3; B = -6; C = -31; D = -4; E = -3; F = 1.1; G = -0.4; H = -2.7; I = 9

Reformatted screen by screen: part of the list above.
(2) Cc1ccccc1NC(=O)COC(=O)c1cccnc1
(3) Cc1ccc(S(=O)(=O)N/N=C/c2ccc(OS(=O)(=O)c3ccc(C)c([N+](=O)[O-])c3)cc2)cc1
(4) O=C(Cc1ccccc1)NCC(=O)OCC(=O)c1ccc(Cl)cc1
(5) O=C(Nc1ccc([N+](=O)[O-])cc1)C(=O)Nc1cccc(C(=O)O)c1
(6) COc1cnc(-c2ccccn2)nc1Oc1ccc(F)cc1F
(7) O=C(NCCc1ccccc1F)/C(=C/c1cccnc1)NC(=O)c1ccccc1
compound no. | 2 | 3 | 4 | 5 | 6 | 7
BoNT A protease | -0.1 | -0.4 | 0.2 | -0.5 | -3.2 | 0.7
Anthrax LF prot | 2 | 1 | 1 | -4 | 4 | -1
PrPC surface inh | 7 | 6 | -6 | -45 | -5 | 2
Yp Topo-I inh | 3 | -1 | -1 | 5 | -3 | 0
BoNT-F LC inh | 2 | -10 | 16 | -1 | -5 | 0
TcdB GH inh | 3.5 | x | 0.9 | -0.5 | 1.0 | -3.6
PfHsp40 rescue | -0.2 | -0.4 | -0.3 | -0.8 | 0.6 | 0.7
FadD28 FP inh | -0.4 | 0.1 | -3.1 | -1.1 | 0.7 | -1.6
CCHFV vOTU inh | -14 | 15 | 18 | 18 | -7 | 7

The listing continues:
Labels used below: A = BoNT A protease; B = Anthrax LF prot; C = PrPC surface inh; D = Yp Topo-I inh; E = BoNT-F LC inh; F = TcdB GH inh; G = PfHsp40 rescue; H = FadD28 FP inh; I = CCHFV vOTU inh
[11] COc1cccc(NC(=O)[C@H](Cc2c[nH]c3ccccc23)NC(=O)[C@@H]2Cc3ccccc3CN2)c1
  A = 0.7; B = -3; C = 0; D = -5; E = -3; F = 1.2; G = 1.0; H = 1.0; I = -2

[12] Cc1ccccc1-c1nc(-c2cccnc2)no1
  A = 1.5; B = 9; C = 1; D = 10; E = 1; F = x; G = 0.1; H = -0.9; I = 6

[13] COc1cccc(S(=O)(=O)Nc2ccc(C(=O)Nc3ccncc3)cc2)c1
  A = 0.2; B = -2; C = 3; D = -5; E = -6; F = x; G = -0.6; H = -7.8; I = 1

[14] CC(C)c1nc2ccccc2n1CCC(=O)O
  A = 0.3; B = 10; C = -3; D = -3; E = 0; F = x; G = -0.3; H = 0.2; I = -17

[15] CN(C(=O)CC1C(=O)NCCN1Cc1ccoc1)C1CCOCC1 (configuration not stated)
  A = -0.4; B = -2; C = 5; D = 2; E = -1; F = 1.0; G = -0.8; H = -1.4; I = 13

[16] N#C/C(=C\Nc1ccc2c(c1)OCCO2)c1nc2ccccc2[nH]1
  A = -1.6; B = -16; C = 2; D = -14; E = -7; F = x; G = 0.6; H = -0.4; I = 32*

[17] COc1ccc(NS(=O)(=O)c2cc(Br)cc3c2N(C(C)=O)CC3)cc1
  A = -0.4; B = -3; C = 7; D = -4; E = -2; F = 1.2; G = -0.6; H = 1.9; I = 15

[18] C=CCC[C@H](CCCCC)OC(=O)/C=C/[C@@H](O)[C@H](O)C[C@H](O)CC=C
  A = 0.0; B = -2; C = -1; D = x; E = -8; F = 2.7; G = x; H = x; I = 15

[19] CCOc1cc(C(=O)N/N=C(\C)Cc2ccc(OC)cc2)cc(OCC)c1OCC
  A = -0.2; B = 2; C = 12; D = 8; E = 0; F = -3.2; G = -1.4; H = -0.6; I = -2

[20] COc1ccccc1NC(=O)CSc1nnc(Cn2cnc3ccccc32)n1C
  A = 0.8; B = 6; C = 1; D = 2; E = -8; F = x; G = -1.0; H = -0.5; I = 1

[21] O=C1CC(C(F)(F)C(F)(F)C(F)(F)C(F)F)=Nc2ccccc2N1
  A = 0.2; B = 0; C = 3; D = 9; E = -13; F = x; G = -0.3; H = -1.8; I = -7

[22] COc1cccc(-c2cc(C(=O)NCc3ccco3)c3ccccc3n2)c1
  A = -1.9; B = -6; C = 5; D = 3; E = 12; F = 0.2; G = -0.6; H = -1.6; I = 2

[23] CCOC(=O)c1oc2ccccc2c1N
  A = -0.2; B = 2; C = -2; D = 1; E = 20; F = x; G = -0.3; H = -0.6; I = 6

[24] Cc1csc(NC(=O)/C=C/c2ccc(C)o2)n1
  A = -1.6; B = -2; C = -3; D = 3; E = -31; F = x; G = 0.4; H = -0.5; I = 5

[25] O=C1CCCC/C1=C\Nc1ccc(O)cc1
  A = -0.7; B = -6; C = -16; D = -5; E = -2; F = 9.5; G = -0.2; H = 0.2; I = 35*

[26] COc1ccc(N2CCN(CC(=O)c3ccc(Cl)cc3)CC2)cc1
  A = -1.5; B = 0; C = -13; D = 8; E = -35; F = -0.4; G = -2.7; H = 0.1; I = 2

[27] COc1cccc(CNC(=O)C2CCN(S(=O)(=O)c3ccccc3)CC2)c1
  A = 2.0; B = -6; C = -2; D = 1; E = 10; F = x; G = -0.6; H = -4.2; I = -3

[28] CCCOc1ccc(S(=O)(=O)NCc2ccc(OC)cc2)cc1
  A = 1.0; B = 0; C = 0; D = -6; E = 6; F = x; G = 1.0; H = 0.2; I = 12

[29] O=C(NCC1CCCO1)C1CCN(c2ccc(S(=O)(=O)N3CCCC3)cc2)CC1 (configuration not stated)
  A = -0.4; B = -2; C = -1; D = 4; E = -9; F = 1.9; G = -0.9; H = -0.3; I = -12

[30] CCCCC(=O)Nc1cc(OC)c(NC(=S)NC)cc1OC
  A = -0.2; B = 2; C = -7; D = 1; E = 2; F = 0.2; G = 0.0; H = -0.8; I = 8

[31] N#Cc1c(NC(=O)CSc2nnc(-c3ccco3)n2-c2ccccc2)sc2c1CCC2
  A = 0.2; B = -1; C = 5; D = 11; E = 5; F = x; G = -0.8; H = -0.4; I = -4
